Compound activity deposited in PubChem BioAssay by several laboratories.
Arrestin-AP2 inh: human beta-arrestin and AP2 interaction inhibition. FITC-arrestin peptide / GST-AP2 beads, flow cytometry; AP2 beta2 appendage carries R879A mutation. inhibition, % at 10 µM. 340,000 compounds, 0.31% hits;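 active = inhibition above a set limit, near 3 SD of compounds lacking own fluorescence, cut at about 54% in these data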;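 note: plate controls were DMSO wells for no effect and 5 µM unlabelled arrestin peptide for full effect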
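Material – GST-tagged AP2 beta2-adaptin appendage (R879A) on 4 µm glutathione beads · Probe or stimulus – fluorescein-tagged arrestin peptide at 50 nM final · Timing – 12 min plus 1 h, RT · Detection – bead flow cytometry, FITC channel · Read-out basis – inhibition as reduced fluorescein signal on beads, percent · Medium – PBS plus Tween 20 (0.05%) and BSA (0.1%)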
Wnt act: activators of Wnt/beta-catenin signaling. 300,000 compounds, 1.2% hits. AID 743398. activation, % at 9.35 µM. Wnt/beta-catenin reporter cell assay, activator, plate reader; in the data active = activation above about 30%, passing the limit was not always enough;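 note: 0% = neutral control wells and 100% = positive control wells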
Keap1 Nrf2 FP: Keap1-Nrf2 (human) interaction inhibition. Keap1 Kelch-Nrf2 peptide fluorescence polarization, 1536-well. inhibition, % at 9.4 µM. 340,000 compounds, 0.15% hits; in the data active = inhibition above about 12%;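 note: human Keap1 Kelch domain with fluorescein labeled Nrf2 9mer peptide probe; 0% = neutral control wells and 100% = peptide positive control; higher means more block of Keap1 binding to Nrf2 peptide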
DSG3 Ab inh: human desmoglein-3 autoantibody binding inhibition; P32926; DSG3-coupled beads, scFv-anti-DSG3-GFP binding, flow cytometry; stronger effect = lower value; binding (percent of control), % at 10 µM; 310,000 compounds, 0.48% hits;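 active = binding more than 3 SD below its plate's average and above zero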;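 note: hits lower antibody fragment binding to DSG3; some compounds called inactive have numbers as strong as hits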
C-LANA FP: inhibitors of KSHV LANA C-terminal domain DNA binding; 340,000 compounds, 0.078% hits; MBP-C-LANA/FAM-LBS DNA binding, fluorescence polarization; inhibition, % at 9 µM; AID 504423;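 active = highest replicate inhibition at or above 60% at 9 µM, even if other replicates fall short; inactive = all replicates below 60% inhibition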;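 note: 0% = neutral control wells and 100% = 4 µM acridine orange control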
cardiac RTF act: cardiac RTF calcium sensitization. P19429+P45379. IANBD-labeled TnC RTF fluorescence at EC20 calcium; 0% EC20 calcium, 100% full calcium. activation, % at 7.2 µM. 340,000 compounds, 0.24% hits. AID 493008;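 active = activation above the mean over all tested compounds plus 3 SD, cut at about 30% in these data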;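 note: rise in fluorescence read as greater calcium sensitivity of cardiac thin filaments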
V-ATPase pH: yeast V-ATPase proton transport regulation by pHLuorin; 350,000 compounds, 0.37% hits; S. cerevisiae, pHLuorin cytosolic pH fluorescence; response, % at 10 µM; in the data active = response mostly above about 7.3%, no sharp cut-off; inactive = mostly below about 5.4%; note: actives read high; inactives centre near 0; some compounds called inactive have numbers as strong as hits; reference of the scale not given here
MOR-DOR inv ag: inverse agonist of human OPRM1-OPRD1 heterodimerization. cell-based MOR-DOR heterodimer luminescence, inverse agonism. inhibition, % at 9.3 µM. 340,000 compounds, 0.21% hits; in the data active = inhibition above about 22%, passing the limit was not always enough;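 note: 0% = cells with DMSO and 100% = wells without cells with DMSO; values of inactives mirror those of a sister screen read the other way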
Target sequence (P35372 whole entry, looked up): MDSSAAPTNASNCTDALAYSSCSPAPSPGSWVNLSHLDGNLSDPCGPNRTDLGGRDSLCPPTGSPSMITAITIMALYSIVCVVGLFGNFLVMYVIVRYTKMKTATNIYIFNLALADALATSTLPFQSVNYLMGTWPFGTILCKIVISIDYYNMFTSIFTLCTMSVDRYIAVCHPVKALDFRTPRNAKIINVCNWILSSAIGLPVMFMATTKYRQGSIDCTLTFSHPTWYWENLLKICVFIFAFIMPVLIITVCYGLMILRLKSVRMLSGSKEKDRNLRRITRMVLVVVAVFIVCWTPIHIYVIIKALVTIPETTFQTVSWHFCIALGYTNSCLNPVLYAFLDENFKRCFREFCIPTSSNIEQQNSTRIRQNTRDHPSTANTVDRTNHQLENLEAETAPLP
Target sequence (P41143 whole entry, looked up): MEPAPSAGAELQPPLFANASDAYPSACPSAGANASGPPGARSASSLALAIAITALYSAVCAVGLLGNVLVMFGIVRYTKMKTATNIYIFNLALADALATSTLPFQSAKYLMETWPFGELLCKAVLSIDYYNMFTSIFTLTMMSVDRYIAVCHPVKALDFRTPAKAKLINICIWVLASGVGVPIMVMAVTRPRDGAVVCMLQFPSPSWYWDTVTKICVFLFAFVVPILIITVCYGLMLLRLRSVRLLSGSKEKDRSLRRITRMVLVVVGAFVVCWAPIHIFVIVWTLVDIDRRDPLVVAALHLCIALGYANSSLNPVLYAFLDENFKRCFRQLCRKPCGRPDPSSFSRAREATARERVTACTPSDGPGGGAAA
Cardiac RTF inh: cardiac RTF calcium desensitization | P19429+P45379 | IANBD-labeled cardiac RTF, Ca2+ fluorescence | inhibition, % at 7.15 µM | 340,000 compounds, 0.12% hits;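 active = inhibition above the mean inhibition of all tested compounds plus 3 SD, cut at about 17% in these data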;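 note: assay run at fixed EC70 calcium of 1.6 mM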
MOR-DOR ag: agonists of human mu-delta opioid receptor heterodimerization; 340,000 compounds, 0.3% hits; cells, OPRM1-OPRD1 heterodimerization, luminescence; activation, % at 9.3 µM; P35372+P41143; in the data active = activation above about 18%;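 note: 0% = vehicle-treated cells and 100% = reference agonist; values of inactives mirror those of a sister screen read the other way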
* hit, by the source's call; x = no result given.

Every second line gives: Arrestin-AP2 inh, Wnt act, Keap1 Nrf2 FP, DSG3 Ab inh, C-LANA FP, cardiac RTF act, V-ATPase pH, MOR-DOR inv ag, Cardiac RTF inh, MOR-DOR ag
> Cn1c(SC(C(=O)Nc2ccc(F)cc2)c2ccccc2)nc2ccccc21 (centres undefined)
    2, 10, -3, 97, -0.2, 4, 1, -23, -10, 4.6
> Cn1cccc1CNC1CCCCC1
    -9, 1, -5, 106, 0.5, 4, -2, 7, -1, -1.2
> O=C(/C=C/c1ccc(Cl)cc1)NCCCN1CCOCC1
    -3, 15, 3, x, -0.5, -5, -1, 13, 6, -2.5
> Cc1cccc(C(=O)Nc2scc(CC(C)C)c2C(=O)O)c1
    9, -3, -4, 110, 0.7, 10, 2, 12, 4, -2.3
> C=CCN(CC=C)CCOc1ccc(OC(C)C)cc1
    5, 11, 0, 106, -0.2, -2, -2, -14, -3, 1.9
> Cc1ccc(NC(=O)CN(C)C(=O)Cn2ncc(Cl)c(Cl)c2=O)cc1
    9, x, 2, 116, -0.9, -1, -1, 8, -5, -1.4
> CNC(=O)c1cc2ccccc2o1
    9, -2, -3, 97, 0.7, -4, -1, 6, -6, -1.5
> COc1ccccc1NS(=O)(=O)c1cc2c3c(c1)CCN3C(=O)CC2
    -5, -1, 3, 107, -2.4, -1, -3, 10, -17, -2.0
> CC(C)=CCC/C(C)=C/CNC(=O)C[C@H]1C[C@H](C(=O)N2CCCCC2)[C@@]2(C)c3[nH]c4cc(-c5ccco5)ccc4c3CCN2C1=O
    26, -2, -6, 94, -0.4, -1, -1, 14, -2, -2.9
> O=P1(O)C=C(c2ccccc2)NC(c2ccccc2)=C1
    -5, -5, 0, 104, -2.1, 7, -4, 11, -3, -1.9
> O=C(CCc1c[nH]c2ccccc12)NCCc1ccc2c(c1)OCCO2
    0, 0, -3, x, 1.0, -8, 1, 15, -9, -2.3
> Cn1c(=O)c2c(ncn2CC(=O)N2CCN(c3ccc(F)cc3)CC2)n(C)c1=O
    7, -6, -5, 105, -1.3, 7, -2, x, -29, x
> CCOC(=O)C1CCN(C(=O)N(CC)CC)CC1
    -6, -6, 3, 94, 0.3, -2, 1, 5, 10, -0.8
> CC1(C)Cc2c(C#N)c(NCCc3ccccc3)nc(-c3ccco3)c2CO1
    22, x, -2, 103, 2.2, 0, 1, 14, 1, -2.9
> CCOc1ccc(NC(=O)C2CCN(S(=O)(=O)c3cccnc3)CC2)cc1
    6, -3, -2, 101, 1.1, 18, 3, 11, -1, -1.9
> CC(C)=CCCC(C)CN1CCC(N2CCC(C(=O)N3CCCC3)CC2)CC1 (centres undefined)
    -1, -2, -5, 97, 1.3, 2, -3, 11, -1, -2.0
> CC(=O)N1CCN(Cc2nc3cc([N+](=O)[O-])ccc3n2C)CC1
    14, 1, -3, 108, 0.1, 2, 1, -1, -12, 0.2
> Cc1ccc(NC(=S)c2ccncc2)c(C)c1
    -4, -1, 0, 97, 1.0, -5, 5, 2, 3, -0.3
> Cc1cc(C(=O)COC(=O)c2ccc3c(c2)NC(=O)CS3)c(C)n1CC1CCCO1 (centres undefined)
    -6, x, 0, 101, 1.1, 3, 0, -1, 9, 0.2
> O=S(=O)(c1cccc2nsnc12)N1CCOCC1
    -12, 1, -2, 102, 1.7, -5, 2, 3, 1, -0.5

Additional entries follow:
Every second line gives: Arrestin-AP2 inh, Wnt act, Keap1 Nrf2 FP, DSG3 Ab inh, C-LANA FP, cardiac RTF act, V-ATPase pH, MOR-DOR inv ag, Cardiac RTF inh, MOR-DOR ag
> O=C(COC(=O)c1cc[n+]([O-])cc1)Nc1ccc(Cl)cc1[N+](=O)[O-]
    44, -1, 1, 101, 1.0, 0, -1, -5, -7, 0.9
> COc1ccc(S(=O)(=O)Nc2ccccc2-c2nnn(CC(=O)Nc3ccccc3OC)n2)cc1
    9, x, 0, 134, 0.6, 6, 1, -9, -11, 1.7
> O=C(CSc1ncnc2ccccc12)NCCCO
    12, x, -4, 109, -1.1, -5, 6, 7, -6, -1.4
> C#CCCC(=O)c1ccccc1/C=[N+](\[O-])c1ccccc1
    28, 4, -1, 89, 1.0, -2, 3, 6, 4, -1.0
> NC(=O)c1c(NC(=O)CSc2nnc(-c3ccccc3)n2CC2CCCO2)sc2c1CCC2 (centres undefined)
    -2, x, -7, 101, -0.8, -2, 0, 17, -8, -3.1
> COc1cccc(CN(C)CC(=O)Nc2cccc(C(F)(F)F)c2)c1OC
    -7, 0, 0, 117, -0.5, 3, 1, -11, -2, 2.3
> CSc1ccccc1NC(=O)c1cccs1
    18, 0, -3, 104, -0.2, -3, -4, 8, -3, -2.0
> CSc1ncccc1C(=O)NCCc1ccc(S(N)(=O)=O)cc1
    0, 0, -2, 101, -0.7, -7, -4, 19, 5, -3.7
> FC(F)(F)Oc1ccc(NC(=S)NCCCN2CCOCC2)cc1
    4, -1, -5, 93, -1.3, -4, 3, 7, -1, -1.4
> O=C(NCCN1CCNC1=O)C1CCC(=O)N(Cc2cccc(C(F)(F)F)c2)C1 (centres undefined)
    9, -3, -4, 102, -1.2, -1, -2, 5, -4, -0.9
> O=C(CSc1ncnc2c1oc1ccccc12)Nc1ccc2c(c1)OCCO2
    14, x, -1, 104, 0.7, 3, -2, 10, -7, -2.1
> CCn1c2ccc(C)cc2c2nnc(NN)nc21
    1, -5, -7, 96, -0.8, 1, 0, 20, -1, -3.7
> CC(=O)C(c1ccccc1)C(c1ccccc1)C(C)[N+](=O)[O-] (centres undefined)
    8, -1, -2, 100, -7.4, 2, -1, -20, -5, 4.3
> Cc1ccc2c(CN3CCN(S(=O)(=O)c4ccccc4C(F)(F)F)CC3)cc(=O)oc2c1
    1, -1, -1, x, -1.9, -4, -2, 11, -3, -2.5
> CCn1nc(C)cc1C(=O)OCC(=O)c1ccc(Cl)cc1
    0, 2, -5, x, 0.1, 6, 0, 8, -4, -1.4
> COC(=O)CC1C(=O)NCCN1C(=S)NC(=O)CCc1ccccc1 (centres undefined)
    9, 3, -7, 105, 2.4, -3, 0, -13, -20, 2.6
> O=C(Cn1nnc(-c2ccc(Cl)cc2)n1)N1CCN(C(=O)c2ccco2)CC1
    6, 2, 5, 102, 0.2, 6, -3, 3, -8, -0.7
> CC1(C)CN=c2s/c(=C\c3ccc(Cl)cc3)c(=O)n2C1
    17, -1, -6, 99, 0.0, 5, 8, -28, -12, 5.5
> CCCCCOc1ccc(CSC2=NCCN2)cc1[N+](=O)[O-]
    -4, -7, -4, 109, -0.2, -2, -1, 9, 1, -1.3
> Cc1c(C(=O)NCCN2CCOC2=O)oc2c(F)cccc12
    -3, -1, 2, 106, 0.8, 3, 7, 1, -9, -0.2

New compounds follow
Every second line gives: Arrestin-AP2 inh, Wnt act, Keap1 Nrf2 FP, DSG3 Ab inh, C-LANA FP, cardiac RTF act, V-ATPase pH, MOR-DOR inv ag, Cardiac RTF inh, MOR-DOR ag
> O=C1C(Cl)=C(NC2CCCCC2)C(=O)N1c1ccc(Cl)cc1
    -1, -2, -10, 109, 2.9, -2, -2, -11, -3, 2.1
> CCCc1cc(=O)[nH]c2nnc(SCC(=O)Nc3cccc(NC(C)=O)c3)n12
    2, 0, 1, 96, -1.1, 1, -1, -22, -5, 3.5
> Nc1nc2nc(-c3ccc(OCc4ccccc4)cc3)cc(C(F)(F)F)n2n1
    10, x, -5, x, -0.4, 0, -4, -4, -8, 0.8
> CCN(CC)C1CCN(C(=O)c2cc(COc3cccc4cccnc34)on2)C1 (centres undefined)
    -7, 1, -6, x, -0.4, 0, 5, 0, 2, 0.0
> COc1ccc(NC(=O)c2ccco2)cc1NC(=O)c1ccc(C)cc1
    5, 3, -4, 92, 0.6, 10, 0, 19, 2, -3.5
> COC(=O)c1c(-c2ccsc2)sc2ccc(-c3cc(OC)c(OC)c(OC)c3)cc12
    -8, -12, -3, 101, -1.1, 0, 0, -2, -17, 0.3
> Clc1ccc(Cl)c(-c2ccc(/C=N/c3ncn[nH]3)o2)c1
    11, x, -1, 101, 0.6, -2, -4, -4, -6, 0.8
> CC(=O)c1ccc(Nc2cc(C)nc3ccc(C)cc23)cc1
    11, x, -1, 99, 0.0, 5, 1, 11, -2, -2.3
> CCn1cc(CNC(=O)c2cc(-c3ccccc3OC)nc3ccccc23)c(C)n1
    -4, x, -6, 101, 1.0, 6, -2, 0, -3, 0.0
> CCOc1ccc2[nH]c(=O)c(CN(Cc3cccs3)Cc3nnnn3C(C)(C)CC)cc2c1
    5, -2, -6, 97, -1.8, 7, 0, -18, 12, 3.1
> COc1cc(C(=O)O)nc2ccc([N+](=O)[O-])cc12
    -1, 1, -3, 97, 0.2, 1, 0, 15, -3, -2.9
> Cc1cc(NC(=O)c2cc3ncc(Br)cn3n2)no1
    4, -1, 0, x, -1.4, 2, 3, 8, 1, -1.9
> CC(=O)c1cccc(CN2CCN(Cc3ccccc3)C(CCO)C2)c1 (centres undefined)
    -5, -1, 5, 90, 2.2, -3, 1, -8, -5, 1.7
> CS(=O)(=O)c1cccc(NC(=O)CSc2nnc3n2CCCCC3)c1
    23, -3, -2, 99, 1.3, -2, -4, 14, 0, -3.5
> Cn1cncc1C#Cc1c(C=O)[nH]c2ccccc12
    4, 4, -2, 101, 0.8, -3, -1, -3, 0, 0.6
> O=C(NCCc1c[nH]c2ccccc12)c1cc2sccc2n1Cc1ccccc1
    -5, -5, 5, 98, 0.1, 1, -1, -58, 11, 9.9
> COc1cc([N+](=O)[O-])ccc1NC(=S)NNC(=O)CCC(=O)Nc1ccccc1Cl
    1, 4, 3, 115, -1.8, -3, 2, 35, 9, -6.3
> Cc1ccc(NC(=O)CNc2cccc(C)c2C)c(C)c1
    3, x, -4, 97, -2.3, -3, 4, 4, -1, -0.7

Already shown: 6 of the compounds above.
Every second line gives: Arrestin-AP2 inh, Wnt act, Keap1 Nrf2 FP, DSG3 Ab inh, C-LANA FP, cardiac RTF act, V-ATPase pH, MOR-DOR inv ag, Cardiac RTF inh, MOR-DOR ag
> O=C1C(Cl)=C(NC2CCCCC2)C(=O)N1c1ccc(Cl)cc1
    -1, -2, -10, 109, 2.9, -2, -2, -11, -3, 2.1
> CCCc1cc(=O)[nH]c2nnc(SCC(=O)Nc3cccc(NC(C)=O)c3)n12
    2, 0, 1, 96, -1.1, 1, -1, -22, -5, 3.5
> Nc1nc2nc(-c3ccc(OCc4ccccc4)cc3)cc(C(F)(F)F)n2n1
    10, x, -5, x, -0.4, 0, -4, -4, -8, 0.8
> CCN(CC)C1CCN(C(=O)c2cc(COc3cccc4cccnc34)on2)C1 (centres undefined)
    -7, 1, -6, x, -0.4, 0, 5, 0, 2, 0.0
> COc1ccc(NC(=O)c2ccco2)cc1NC(=O)c1ccc(C)cc1
    5, 3, -4, 92, 0.6, 10, 0, 19, 2, -3.5
> COC(=O)c1c(-c2ccsc2)sc2ccc(-c3cc(OC)c(OC)c(OC)c3)cc12
    -8, -12, -3, 101, -1.1, 0, 0, -2, -17, 0.3

Outcome played no part in choosing rows. About 3.1% of those tested had a hit in this group.
